Source: PubChem (The Scripps Research Institute Molecular Screening Center)
SRC3 TRFRET art: TR-FRET artefact, counter-screen to PPARgamma/SRC-3 agonist assay. PPARgamma/SRC-3 format; hits give high values. TR-FRET ratio at 8 µM. hit rate 0.39% among 99,000; in the data active = TR-FRET ratio above about 2000; also: inactives centre near 1600; reference of the scale not given here
SRC1 TRFRET art: flags TR-FRET format artefacts in PPARgamma SRC-1 recruitment agonist screen; TR-FRET detection artefact counter-screen, emission ratio; hits give high values; TR-FRET ratio at 8 µM; hit rate 0.34% among 99,000; AID 1051; in the data active = TR-FRET ratio above about 2300; also: inactives centre near 1800; reference of the scale not given here
Numbers without * were called inactive.

compound | SRC3 TRFRET art | SRC1 TRFRET art
O=C(c1ccc([N+](=O)[O-])c(CS(=O)(=O)c2ccc(Cl)cc2)c1)N1CCCCC1 | 1598 | 1743
Cc1cc(OCC(O)CNC(C)(C)C)ccc1Cl (centres undefined) | 1614 | 1777
CCOc1ccc(N(C(C)C(=O)Nc2cccnc2)S(C)(=O)=O)cc1 (centres undefined) | 1577 | 1779
CS(=O)Cc1cc(Sc2ccccc2)nc(-c2cccnc2)n1 (centres undefined) | 1629 | 1681
CS(=O)(=O)c1ccc(C(=O)Nc2ccc(N3CCOCC3)cc2)c(Cl)c1 | 1723 | 1941
CCOc1ccc(Nc2nc(Cl)nc(N3CCN(c4ccc(OC)cc4)CC3)n2)cc1 | 1528 | 1552
CCOc1ccc(C2C(C#N)=C(N)Oc3cc(C)n(CCN4CCOCC4)c(=O)c32)cc1OCC (centres undefined) | 1555 | 1671
Nc1ccc(Br)cc1C(=O)O | 1392 | 1491
CCOc1ccccc1/C=N/NC(=O)c1cccc(Cl)c1 | 1649 | 1681
CCNc1sc(C(=O)OCC)c(N)c1C#N | 1688 | 1868
Cc1ccc(S(=O)(=O)/N=C(\N)c2ccc(F)cc2)cc1 | 1298 | 1590
CC(=O)NC(CCS(C)(=O)=O)C(=O)Nc1cc(Cl)ccc1Cl (centres undefined) | 1621 | 1647
Cc1ccc(-n2cc(CN3CCN(Cc4nccn4C)CC3)c(-c3ccc(F)cc3)n2)cc1 | 1599 | 1606
O=C(COc1ccc(C(=O)c2ccccc2)cc1)NCc1ccc(F)cc1 | 1556 | 1816
Cc1cc(=O)n2nc(N3CCCC(C(=O)N4CCN(c5ccccc5)CC4)C3)sc2n1 (centres undefined) | 1673 | 1932
Cc1ccc2[nH]c(=O)cc(C(=O)OCC(=O)c3ccc(F)cc3)c2c1 | 1679 | 1890
CC(=O)OC[C@H]1O[C@@H](O/N=C(\C)CCN2CCCCc3nc(C)c(C)cc32)[C@H](OC(C)=O)[C@@H](OC(C)=O)[C@@H]1OC(C)=O | 1700 | 1617
O=C(Oc1cccc(C(=S)N2CCCCC2)c1)c1ccccc1 | 1581 | 1797
Cc1c(O)ccc(NC(=O)/C=C/c2ccccc2)c1C | 1657 | 1694
COc1cc(/C=C2\SC(=O)N(Cc3ccc(Cl)cc3)C2=O)cc([N+](=O)[O-])c1O | 1786 | 1737
NS(=O)(=O)c1ccc(CCNC(=O)CSc2ccc(Cl)cc2)cc1 | 1521 | 2010
CC12CCC(C(=O)Nc3cccc(Cl)c3)(C(Br)C1=O)C2(C)C (centres undefined) | 1576 | 1664
CCCCOC(=O)Nc1ccc(S(=O)(=O)Nc2cc(C)nc(C)n2)cc1 | 1460 | 1613
CC(/C=C/c1ccccc1)=N\NC(=O)c1ccc(Br)cc1 | 1693 | 1886

Structures above that have a cyano group:
compound | SRC3 TRFRET art | SRC1 TRFRET art
CCOc1ccc(C2C(C#N)=C(N)Oc3cc(C)n(CCN4CCOCC4)c(=O)c32)cc1OCC (centres undefined) | 1555 | 1671
CCNc1sc(C(=O)OCC)c(N)c1C#N | 1688 | 1868

New compounds follow:
compound | SRC3 TRFRET art | SRC1 TRFRET art
COc1cccc(CCNc2ccc(N3C(=O)CC(C)C3=O)cc2[N+](=O)[O-])c1 (centres undefined) | 1313 | 1775
COc1ccccc1NS(=O)(=O)c1cccc(C(=O)N/N=C/c2ccc(NC(C)=O)cc2)c1 | 1386 | 1792
O=C(Nc1ccc(N2CCOCC2)cc1)c1cc2c(s1)CCCC2 | 1586 | 1561
O=C1NC(Cc2c[nH]c3ccccc23)C(=O)N1Cc1cccc2ccccc12 (centres undefined) | 1355 | 1729
O=C(O)CCn1c(SCc2cc(=O)n3ccccc3n2)nc2ccsc2c1=O | 1477 | 1978
CCOC(=O)c1ccc(NC(=O)CSc2nnc(Cn3c(=O)sc4ccccc43)n2C)cc1 | 1502 | 1891
Cc1c(C(=O)NCc2ccco2)cccc1[N+](=O)[O-] | 1395 | 1671
Cc1cccc(CN2CCN(c3nc4nonc4nc3NC3CC3)CC2=O)c1 | 1583 | 1751
Cc1cccc(-n2c(CCc3ccccc3)nnc2SCC(=O)c2ccccc2)c1 | 1547 | 1611
COc1ccc(CNC(=O)CN(C2CCCCC2)S(C)(=O)=O)cc1 | 1656 | 1867
CCN(CC)c1ccc(C=Nc2cc(C)cc(C)c2)c(O)c1 | 1259 | 1757
Cc1ccc(S(=O)(=O)Nc2ccc(C(OC(=O)c3ccccc3[N+](=O)[O-])(C(F)(F)F)C(F)(F)F)cc2)cc1 | 1630 | 1814
c1ccc2c(Nc3nc(N4CCOCC4)c4ccccc4n3)cccc2c1 | 1774 | 1920
COc1cccc(CN(C)CC(=O)Nc2c(C)cccc2C(C)C)c1 | 1398 | 1789
CCCCNc1ncnc2c1cnn2-c1ccc(Cl)cc1 | 1464 | 1805
CC(C)(C)NS(=O)(=O)c1ccc(CCC(=O)Nc2ccc3c(c2)OCCO3)cc1 | 1552 | 1769
COC(=O)C(C)Sc1nc2c(c(=O)n1-c1ccccc1)SCC2 (centres undefined) | 1547 | 1812
O=C(N/N=C/c1ccc([N+](=O)[O-])o1)c1cn(-c2ccccc2)nc1-c1ccc(F)cc1 | 1590 | 1746
O=C(Nc1nccs1)c1cccc(N2C(=O)C3C4C=CC(C4)C3C2=O)c1 (centres undefined) | 1607 | 1912
O=C(c1cc2ccccc2oc1=O)N(c1ccc(Cl)cc1)C1C=CS(=O)(=O)C1 (centres undefined) | 1464 | 1974
O=C(Nc1nccs1)c1ccc(-c2ccc(F)cc2)o1 | 1719 | 1808
N/C(=N\OC(=O)CCC1CCCC1)c1ccccn1 | 1384 | 1840
COc1cc(NC(=O)CSc2ncnc3scc(-c4ccccc4)c23)c(C(=O)O)cc1OC | 1507 | 1845
Cc1cc(CSc2ccccc2)ccc1NC(=O)c1ccc(C)c([N+](=O)[O-])c1 | 1457 | 1642

Of the compounds above, these have a thiophene ring, fused or not:
compound | SRC3 TRFRET art | SRC1 TRFRET art
CCNc1sc(C(=O)OCC)c(N)c1C#N | 1688 | 1868
O=C(Nc1ccc(N2CCOCC2)cc1)c1cc2c(s1)CCCC2 | 1586 | 1561
O=C(O)CCn1c(SCc2cc(=O)n3ccccc3n2)nc2ccsc2c1=O | 1477 | 1978
COc1cc(NC(=O)CSc2ncnc3scc(-c4ccccc4)c23)c(C(=O)O)cc1OC | 1507 | 1845

Next section:
compound | SRC3 TRFRET art | SRC1 TRFRET art
CCc1ccc(NC(=O)Cc2ccc(-n3cccc3)cc2)cc1 | 1825 | 1739
CC(C)C(=O)Nc1ccc2nn(-c3ccccc3)nc2c1 | 1686 | 1966
Cc1ccc(S(=O)(=O)N(C)c2c(C)ccc(S(=O)(=O)N3CCN(C=O)CC3)c2C)cc1 | 1316 | 1469
Cc1ccc(N/C(N)=N/c2nc(CSc3ccccn3)cc(=O)[nH]2)c(C)c1 | 1545 | 1745
CCCCC(c1nnnn1CS(=O)(=O)c1ccc(C)cc1)N1CCN(C)CC1 (centres undefined) | 1673 | 1786
CCn1nc(C)c(CNC(=O)CCc2nnc(-c3ccc(C(C)=O)s3)o2)c1C | 1273 | 1676
Cc1cc(C(F)(F)F)nc(CCNCc2c(C(=O)N3CCCC3)nc3ccccn23)n1 | 1767 | 1612
CCC(Sc1nc(C)cc(C)n1)C(=O)Nc1cc(C)on1 (centres undefined) | 1623 | 1838

Additional entries.
Compound,SRC3 TRFRET art,SRC1 TRFRET art
Cc1ccccc1CSc1nnc(-c2ccccc2)c(=O)[nH]1,1693,1887
CCN(CC)c1ccc(C(=O)N/N=C/c2ccc(N3CCOCC3)cc2)cc1,1585,1821
COc1ccc(CCNC(=O)c2cc(-c3ccncc3)nc3c(Cl)cccc23)cc1OC,1498,1750
CC(C)CNC(=O)CN(c1cccc(Cl)c1)S(C)(=O)=O,1626,1965
O=C(CSc1nccc(=O)[nH]1)N1CCN(c2ccccc2)CC1,1596,1819
COc1cc([N+](=O)[O-])ccc1NC(=O)Nc1ccc2c(c1)OCCO2,1489,1781
COc1ccc(OC)c2c1CC(C)(C)NC2=O,1642,1858
CC(c1ccccc1)N(CC(=O)NC1CCCCC1)S(=O)(=O)c1cccc(C(F)(F)F)c1 (centres undefined),1545,1810
CC(NS(=O)(=O)c1ccc(CCC(=O)NCc2ccco2)cc1)c1ccccc1 (centres undefined),1274,1658
O=C(COC(=O)c1cc(S(=O)(=O)N2CCOCC2)ccc1Cl)Nc1ccc2c(c1)OCO2,1696,1694
Cn1cc(C(=O)c2cccc(Cl)c2)cc1C#N,1714,1727
O=C(Nc1ccc(F)cc1F)c1cc2nc3c(c(C(F)(F)F)n2n1)CCCC3,1499,1659
O=C(CCCN1C(=O)S/C(=C\c2ccccc2)C1=O)NNC(=O)c1ccccc1O,1554,1762
O=S(=O)(Nc1cc(S(=O)(=O)N2CCOCC2)ccc1N1CCOCC1)c1ccc2c(c1)OCCO2,1710,1941
O=C(NNC(=S)Nc1ccc(Cl)cc1Cl)c1ccncc1,1810,1861
CC(C)COCC(O)CC(Cc1ccccc1)C(=O)NN (centres undefined),1653,1769
O=C(Cc1ccc(S(=O)(=O)N2CCOCC2)s1)Nc1ccccc1N1CCOCC1,1405,1751
COc1ccc(/C=N\NC(=O)c2cc(O)c(O)c(O)c2)cc1CN1CCN(c2ccc(F)cc2)CC1,1510,1822
CN(c1nc2nonc2nc1NC1CC1)C1CCOC1 (centres undefined),1647,1854
O=C(O)CN1C(=O)C2C3C=CC(C3)C2C1=O (centres undefined),1552,1543
O=C(c1ccccc1Cl)N(Cc1ccc(Br)cc1)N1C(=O)CCCC1=O,1480,1720
Cc1cc(C(=O)CN2C(=O)C(=O)N(Cc3ccccc3)C2=O)c(C)n1-c1ccccc1F,1456,1889
Cc1cccc(NC(=S)N(CCN(C)C)C(C)c2cccnc2)c1 (centres undefined),1515,1828
OCCCNCc1ccc(-c2ccccc2)cc1,1432,1680
CCCCN(C)CCC(=O)Nc1ccc(OC)cc1OC,1557,1885
Cc1ccc(NC(=S)N2CCCN(Cc3ccc(F)cc3)C2)c(C)c1,1436,1735
Cc1[nH]c2ccc3ncccc3c2c1C,1681,1870
CCCCNC(=O)CCn1c(=O)c2ccccc2n(Cc2ccc(Cl)cc2)c1=O,1622,1423
N[C@@H](Cc1ccc(O)cc1)c1nnc([C@H](CCC(=O)O)NC(=O)C2CCNCC2)o1,1727,1699
Cc1cc(C)cc(C(=O)NCCCc2ccccc2)c1,1574,1758
Cc1cccc2sc(NC(=O)C3CCN(S(=O)(=O)c4cc([N+](=O)[O-])ccc4Cl)CC3)nc12,1570,1776
O=C(Nc1ccccc1OC(F)(F)F)c1ccc([N+](=O)[O-])cc1,1591,1728
CC12CCC(C(=O)N(CC3CO3)C1=O)C2(C)C (centres undefined),1320,1521
Cc1c(Cl)cccc1NC(CC(=O)c1ccccc1)C(=O)OCC(=O)c1cccs1 (centres undefined),1603,1793
COc1cccc(OC)c1C(=O)Nn1c(-c2cccs2)nc2ccccc2c1=O,1469,1976
CN(C(=O)COC(=O)c1cncc(Br)c1)C1CCS(=O)(=O)C1 (centres undefined),1238,1541
Cc1ccc(CN2CC(C(=O)Nc3cccc(S(=O)(=O)N4CCCCC4)c3)CC2=O)cc1 (centres undefined),1599,1658
COc1ccccc1OCCNC(=O)/C=C/c1ccc([N+](=O)[O-])cc1,1640,1724
CCC(C)N1CCN(S(=O)(=O)c2ccc(NC(C)=O)cc2)CC1 (centres undefined),1742,1861
O=C(COC(=O)COc1ccccc1[N+](=O)[O-])Nc1cccc(Br)c1,1394,1803

One compound at a time, as listed above.
`O=C(COC(=O)COc1ccccc1[N+](=O)[O-])Nc1cccc(Br)c1` reads SRC3 TRFRET art: 1394; SRC1 TRFRET art: 1803
`N[C@@H](Cc1ccc(O)cc1)c1nnc([C@H](CCC(=O)O)NC(=O)C2CCNCC2)o1` reads SRC3 TRFRET art: 1727; SRC1 TRFRET art: 1699

(next part)
Compound,SRC3 TRFRET art,SRC1 TRFRET art
CC(C)C(c1nnnn1C(C)(C)C)N1CCC(Cc2ccccc2)CC1 (centres undefined),1534,1726
Cc1cc(C)c2sc(C)[n+](CCCS(=O)(=O)[O-])c2c1,1756,1757
Cc1cc(=O)n2[nH]c(N)c(N=Nc3ccccc3)c2n1,1625,1893
O=C(CNC(=O)c1ccccc1F)OCc1csc(-c2ccccc2)n1,1578,1624
Cc1cc(C)n(-c2ccc(C(=O)NCc3ccc(F)cc3)cc2)n1,1389,1695
COC(=O)CNC(=O)c1cccc(-c2ccc(OC)cc2)c1,1787,1890
O=C(/C=C/c1ccc(Cl)cc1Cl)N(Cc1ccccc1)C1CCS(=O)(=O)C1 (centres undefined),1639,1772
N#CCCn1cc(C(=O)NCc2ccccc2)c(-c2cccs2)n1,1740,2007
CCOC(=O)c1nnn(-c2nonc2N)c1CSc1nnc(N)s1,1355,1718
CC(C)(C)c1cc(NC(=O)c2cc(F)c(F)c(F)c2F)no1,1509,1719
CCCCNC(=O)CN1C(=O)NC(CCc2ccccc2)C1=O (centres undefined),1642,1783
Cc1ccc(NN=C2c3ccccc3-c3ccccc32)cc1,1640,1519
COc1ccc(C(=O)NNC(=O)C(NC(=O)c2ccccc2NC(=O)c2ccco2)C(C)C)cc1 (centres undefined),1423,1985
CCN1C(=O)C(O)(CC(=O)C(C)(C)C)c2cc(Br)ccc21 (centres undefined),1392,1770
COC(=O)CNC(c1ccccc1)c1cc(Br)ccc1NC(C)=O (centres undefined),1664,1831
O=C1NC(=O)/C(=C\c2ccc(N3CCOCC3)o2)N1,1530,1985
CCOC(=O)C1=C(CSc2nc3c(cc2C#N)CN(C)CC3)OC(N)=C(C#N)C1c1ccncc1 (centres undefined),1562,1826
COc1ccc(C(=O)Nc2ccc(S(=O)(=O)NC(C)(C)C)cc2)cc1[N+](=O)[O-],1592,1732
CCCn1nc(C(=O)NC2CCCc3ccccc32)c2ccccc2c1=O (centres undefined),1695,1837
O=C(Nc1nc2ccccc2[nH]1)c1ccc(S(=O)(=O)N2CCOCC2)cc1,1664,1786

Only part of the results is shown. The share of hits here may be higher or lower than overall.
